Assay outcomes from PubChem.
GLP1R inv ag: inverse agonists of human GLP-1 receptor; AID 624417; HEK293 GLP-1R CRE-luciferase, luminescence, 24 h; GLP-1R form is constitutively active; Potency, µM (titrated, usually from 38.3 µM), inactives show at the highest dose activity change, negative = inhibition, actives largely listed as inhibitors; P43220; 1.6% of 410,000 active; further: potency means the concentration at half of the fitted maximal effect; on the % scale 0 is the no-effect control and ±100 the full control effect; nearly all actives have a fitted effect of over 55% in size
Target sequence (P43220 whole entry, looked up): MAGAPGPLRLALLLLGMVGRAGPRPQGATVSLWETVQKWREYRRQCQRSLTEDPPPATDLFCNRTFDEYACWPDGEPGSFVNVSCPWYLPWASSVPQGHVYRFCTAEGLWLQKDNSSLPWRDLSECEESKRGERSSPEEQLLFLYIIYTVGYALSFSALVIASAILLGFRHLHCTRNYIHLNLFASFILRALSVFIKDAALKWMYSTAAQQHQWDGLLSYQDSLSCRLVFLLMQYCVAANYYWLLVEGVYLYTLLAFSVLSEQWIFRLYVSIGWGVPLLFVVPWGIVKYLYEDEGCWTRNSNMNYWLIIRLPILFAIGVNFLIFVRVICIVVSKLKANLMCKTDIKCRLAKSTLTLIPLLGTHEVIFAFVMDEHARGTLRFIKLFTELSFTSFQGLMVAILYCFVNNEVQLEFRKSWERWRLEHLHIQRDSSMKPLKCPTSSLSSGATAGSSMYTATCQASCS
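Luminescence readout: a drop in cAMP-driven luciferase signal flags inverse agonism at a constitutively active GLP-1R stably expressed in HEK293. Compound exposure lasted 24 hr at 37 deg C, 5% CO2.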
DRD3 agonist: agonists of human D3 dopamine receptor. 0.58% of 410,000 active. max activation, %. D3R DiscoveRx beta-arrestin cells, luminescence, 90 min. P35462; in the data active means max activation above about 30%; further: 0% is about no effect; mostly tested at two doses, the higher about 12 µM
Target sequence (P35462 whole entry, looked up): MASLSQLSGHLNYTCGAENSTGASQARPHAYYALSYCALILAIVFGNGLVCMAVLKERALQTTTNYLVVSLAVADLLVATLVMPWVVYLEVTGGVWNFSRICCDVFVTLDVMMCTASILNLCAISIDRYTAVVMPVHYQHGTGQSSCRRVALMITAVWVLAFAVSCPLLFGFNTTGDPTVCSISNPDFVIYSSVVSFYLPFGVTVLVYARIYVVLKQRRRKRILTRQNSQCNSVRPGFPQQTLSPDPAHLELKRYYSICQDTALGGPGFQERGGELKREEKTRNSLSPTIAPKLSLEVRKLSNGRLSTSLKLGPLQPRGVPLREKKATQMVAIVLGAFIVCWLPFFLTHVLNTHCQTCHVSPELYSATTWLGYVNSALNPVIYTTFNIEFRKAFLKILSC
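Agonist mode: compounds and dopamine controls were applied to plated cells for 90 min at 37 degrees C after an overnight attachment at 1500 cells/well. Luminescent read-out followed 30 - 60 minutes at room temperature with DiscoveRx detection reagent.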
PTHR1 agonist: PTHR1 (human) receptor agonism. Q03431. HEK293 GP2 PTHR1 cells, GloSensor cAMP luminescence, 1 h. Potency, µM (titrated, usually from 115 µM), without a hit: at the top dose activation, actives largely listed as activators. 0.075% of 410,000 active. AID 743266; further: potency means the concentration at half of the fitted maximal effect; nearly all actives have a fitted effect of over 55% in size; some results filed as inactive show a strong effect at the top dose; inactives centre near -15; many of its hits are not listed in these tables
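HEK-293-derived GP2 cells expressing PTHR1 and a GloSensor cAMP reporter, 3,000/well, plated overnight, given luciferin plus IBMX (each 0.5 mM as added) for 1 h at 37 °C, then compound for 1 h at 37 °C. Luminescence was read after 15 min at room temperature.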
TDP43 rescue: inhibitors of TDP-43 toxicity in yeast. TDP-43 expressing yeast growth rescue, BacTiter-Glo, 24 h. Potency, µM (doses to about 46.1 µM), for inactives: at the top dose growth rescue (activation), actives largely listed as activators. 1.8% of 410,000 active; further: potency means the concentration at half of the fitted maximal effect; % of control where 0% means no effect; nearly all actives have a fitted effect of over 50% in size
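Yeast cells expressing TDP-43 under galactose induction are exposed to compounds for 24 hr at 30 deg C. BacTiter-Glo luminescence measures growth, so protective compounds score as activators.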
aSyn rescue: rescues yeast growth from alpha-synuclein toxicity; Potency, µM (titrated, usually from 46.1 µM), for inactives: at the top dose growth rescue (activation), hits mostly activators; Yeast expressing alpha-synuclein, growth rescue, BacTiter-Glo, 24 h; 0.14% of 370,000 active; further: potency means the concentration at half of the fitted maximal effect; % of control where 0% means no effect; nearly all actives have a fitted effect of over 65% in size
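Galactose-induced alpha-syn yeast (OD600=0.02, raffinose-pregrown) + pinned cpd, 24 hr, 30 deg C; growth by BacTiter-Glo luminescence. Growth restoration scores as activation.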
GLP1R ag: activates the human GLP-1 receptor; P43220; HEK293 GLP-1R CRE-luciferase, luminescence, 4-6 h; cells express a hypersensitive GLP-1R form; Potency, µM (top dose mostly 45.6 µM), for inactives: at the highest dose activation, hits mostly activators; 0.007% of 380,000 active; further: potency means the concentration at half of the fitted maximal effect; % of control where 0% means no effect
KB-V1 cytotox: kills drug-selected multidrug resistant KB-V1 cells; KB-V1 MDR cells viability, CellTiter-Glo, 72 h; Potency, µM (titrated, usually from 46.1 µM), without a hit: top-dose activity change, negative = cytotoxicity, most hits filed as cytotoxic; 3.4% of 400,000 active; AID 1347076; further: potency means the concentration at half of the fitted maximal effect; on the % scale 0 is the no-effect control and ±100 the full control effect; nearly all actives have a fitted effect of over 60% in size
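KB-V1, DMEM (no phenol red) + 10% FBS; cpd pin-transferred, titration series; 72 h, 37 degrees C; CellTiter-Glo, luminescence. Data normalized, curve-fit.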
D3 antag: blocks the human D3 dopamine receptor; 2.5% of 360,000 active; P35462; max response, negative = inhibition, %; D3R cells, DiscoveRx beta-arrestin luminescence, antagonist mode; active compounds read low; in the data active means max response below about -50%; inconclusive means no clear call, values can overlap the other calls; further: on the % scale 0 is the no-effect control and ±100 the full control effect; mostly tested at two doses, the higher about 12 µM
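Cells expressing the human receptor were seeded at 1500 cells/well, incubated overnight at 37 degrees C in 5% CO2, then exposed to library compounds with dopamine controls for 90 minutes at 37 degrees C before luminescent detection.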
HEK293 tox: cytotoxicity counter-screen for GLP-1 receptor inverse agonists. 0.13% of 410,000 active. HEK293 cAMP-luciferase reporter cells, luminescence, 24 h. Potency, µM (top dose mostly 38.3 µM), without a hit: at the highest dose activity change, negative = inhibition, most hits filed as inhibitors;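 further: loss of luciferase light is scored as toxicity; potency means the concentration at half of the fitted maximal effect; on the % scale 0 is the no-effect control and ±100 the full control effect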
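1536-well qHTS counterscreen of the MLSMR; 200 cells/uL, 12 h pre-incubation, 23 nL cpd, 24 h at 37 deg C 5% CO2, luciferase detection reagent, 12 min RT, luminescence. Inhibition = undesired.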
An asterisk follows results filed as active; i = inactive; ? = inconclusive; / = no result given; & = joins results of further samples; [ ] = another dose, or the depositor's remark. Unless noted, the call rests on the fitted dose curve; in most records, active means well fitted curve in the direction sought with a large enough effect; inconclusive means small, poorly fitted or top-dose-only effect, or another doubt; inactive means no such curve, though single readings can be large; an effect the other way counts as inactive or inconclusive. Only part of the results is shown, so the mix of outcomes need not match the whole.

SMILES	GLP1R inv ag	DRD3 agonist	PTHR1 agonist	TDP43 rescue	aSyn rescue	GLP1R ag	KB-V1 cytotox	D3 antag	HEK293 tox
CC(C)C(C)(C#N)NC(=O)CSc1nc2scc(-c3ccccc3)c2c(=O)[nH]1 (stereo not given)	?	-1	-21%	13%	0%	0%	5%	-11	5%
CCC(=O)N1CCc2cc(S(=O)(=O)CCC(=O)N3CCN(c4ccc(C(C)=O)cc4)CC3)ccc21	9%&16%	5&-1	-30%&-24%[inhibitor]	12%&11%	6%	-1%&3%	-5%&-3%	11	-8%&-3%
COc1cc(OC)c(-n2c(C)cc(C=O)c2C)cc1Cl	-4%	-8	i	-8%	0%	5%	3%	-4	5%
CCOc1ccccc1NC(=O)CN(c1ccc(OC)cc1OC)S(=O)(=O)c1ccccc1[N+](=O)[O-]	-7%	0	i	-8%	0%	4%	0%	-1	-14%
CSc1cc(C)n(-c2ccc(Cl)cc2)c(=S)c1C(C)=O	-7%	-1	i	8%	10%	3%	?	?	10%
Cc1ccc(NC(=O)CN(C)C(=O)/C=C/c2ccc3c(c2)OCO3)cc1	-30%	-16	-7%	26%	-1%	11%	?	-19	-4%
N#CC(C#N)=C1SC(=Nc2ccccc2)C(=Nc2ccccc2)N1c1ccccc1	?	-17	i	-3%	-7%	6%	?	0	?
CC(C)(Oc1ccc(Cl)cc1)C(=O)Nc1cccnc1	-2%	2	i	-1%	-13%	1%	-7%	1	-5%
CCCCc1cc(=O)oc2cc(OC(C)C(=O)NCC3CCC(C(=O)O)CC3)c(Cl)cc12 (stereo not given)	15%	-6	20%	-15%	-4%	0%	-12%	-58*	-2%
Cc1noc(C)c1NC(=O)N(C)C[C@@H]1OCc2cnnn2CCCC(=O)N([C@H](C)CO)C[C@@H]1C	8%	2	-29%	22%	1%	-7%	20%	5	-7%
Cn1c(=O)c2c(nc(SCC(=O)N3CCCCCC3)n2C)n(C)c1=O	4%	5	-10%[57.5 µM]	2%	-11%	0%	15µM*	-25	-10%
COc1ccc(-n2nnnc2SCC(=O)Nc2cc(OC)c([N+](=O)[O-])cc2C)cc1	-13%	3	-36%[inhibitor]	8%	-4%	-2%	-14%	-20	-10%
O=C1NC(Cc2ccc(O)cc2)c2nc3cc(Cl)ccc3c(=O)n2-c2cc3ccccc3cc21 (stereo not given)	?	11	-37%	-11%	0%	-7%	?	15	5%
O=C(CNC(=O)c1ccc(Cl)c([N+](=O)[O-])c1)OC1CCCCC1=O (stereo not given)	32%	-3	i	6%	7%	-4%	29%	-4	9%
CNC[C@@H]1Oc2c(NC(=O)Nc3ccccc3)cccc2C(=O)N([C@@H](C)CO)C[C@H]1C	9%	-16	2%	-28%	-23%	1%	-13%	0	5%
O=C(CC12CC3CC(CC(C3)C1)C2)Nc1cccc2ncccc12	-2%	14	-6%	-2%	9%	19%	-1%	-14	-9%
CN(C)C(=S)Nc1ccc([N+](=O)[O-])cc1	10%	-1	-8%	16%	-3%	-5%	9%	-2	-9%
Nc1cc(=O)c2[nH]cnc2[nH]1	2%	8	i	15%	0%	0%	11%	15	7%
Cc1cc(N2CCN(c3ccccc3)CC2)n2cc(-c3ccccc3)nc2n1	?	3	-15%	0%	7%	1%	?	-7	-15%
COc1cccc(NC(=O)NC2(C(=O)N3CCC(O)CC3)CCCCC2)c1	14%	1	i	0%	2%	0%	?	13	1%
Cc1cccc(N2CCN(C(=O)c3ccccc3NC(=O)C3CCCCC3C(=O)O)CC2)c1 (stereo not given)	15%	2	i	16%	6%	2%	7%	-6	-4%
CCOc1ccccc1N1CCN(C(=O)CC(C)C)CC1	0%	5	i	15%	0%	-9%	23µM*	-5	-4%
CCOC(=O)c1cccc(NC(=O)N2Cc3ccccc3Oc3ncccc32)c1	14%	3	-58%[inhibitor]	-17%	/	/	/	/	-4%
CCCCc1nnc(NC(=O)c2ccc(OCc3c(C)noc3C)cc2)s1	?	-15	-84%[inhibitor]	-24%	-6%	5%	?	-9	-6%
CN(Cc1ccccc1)S(=O)(=O)c1ccc(NC(=S)NC(=O)C2CCCC2)cc1	?	-10	i	-1%	-14%	-14%	4.1µM*	?	-37%
CCOC(=O)c1c(NC(=O)CSc2ncnc3ccccc23)sc(C(C)=O)c1C	32%[activator]	-2	-12%	2%	0%	19%	?	-9	1%
O=C(O)C1(C(=O)O)CCCC1	-12%	6	i	-21%	-6%	-1%	5%	3	8%
O=C(c1cc2cc(F)ccc2[nH]1)N(Cc1cccnc1)CC1CCCN(C2CCCCC2)C1 (stereo not given)	?	-12	i	15%	-2%	0%	-11%	-9	?
Cc1ccc(Cn2nc(C)c(C(=O)NCC(c3ccc(F)cc3)N3CCOCC3)c2Cl)cc1 (stereo not given)	?	7	i	15%	-2%	11%	-10%	3	4%
COc1ccc(Nc2nc3ccccc3nc2NS(=O)(=O)c2ccc(C)cc2)c(OC)c1	8%	5	-25%	13%	-7%	8%	0%	/	3%
N/C(=N\OC(=O)COc1ccc(Cl)cc1Cl)c1ccncc1	?	6	-79%[inhibitor]	?	?	0%	-7%	-5	8%
O=C(Nc1nc2ccc(F)cc2s1)c1ccc(N2CCCC2=O)cc1	22%	9	-15%	21%	-3%	2%	0%	8	11%
CCc1ccc(NC(=S)Nc2ccc(S(=O)(=O)Nc3ncccn3)cc2)cc1	9%	1	-24%	?	-7%	6%	7%	2	2%
Cc1ccccc1Nc1nnc(SCC(=O)c2c(N)n(C)c(=O)n(C)c2=O)s1	-1%[7.66 µM]	-1	-25%	-7%	-3%	1%	-6%	-9	-2%[7.66 µM]
COC(=O)c1ccc(CSc2nc3c(c(=O)n2-c2ccccc2)SCC3)o1	13%	2	-37%[inhibitor]	22%	-7%	0%	3%	-17	-13%
CCOC(=O)c1cnc2c(ccc3ccccc32)c1Nc1ccccc1OCC	-66%	7	i	13%	/	/	24%	/	-27%
CCOc1ccccc1CN1CCN(Cc2ccc(C)o2)C(CCO)C1 (stereo not given)	-2%	-3	i	12%	-5%	1%	7%	-27	2%
COCc1nnc(NC(C)=O)s1	20%	13	i	-11%	-1%	10%	22%	10	-15%
O=c1c2ccccc2nc(/C=C/c2ccccc2)n1CCc1ccccc1	0%	0	i	-3%	-15%	2%	5%	4	-15%
COc1ccc(N(C(=O)c2ccco2)C(C(=O)NC2CCCC2)c2ccc(N3CCOCC3)cc2)c(OC)c1 (stereo not given)	2%	1	i	-5%	-1%	17%	18%	-10	0%
O=C1c2ccccc2C(=O)N1CCCCN(C(=O)c1ccc([N+](=O)[O-])cc1)c1ccc(Cl)cc1	?	0	i	-9%	18%	0%	-10%	2	-21%
CCNC(=O)COc1cccc2ccccc12	5%	-2	-15%[57.5 µM]	?	6%	3%	3%	7	11%
O=[N+]([O-])c1ccc(CSc2nc3ncc(Br)cc3[nH]2)cc1	13%	1	-1%	3%	-4%	6%	4%	-4	6%
CCN1CCN(C(c2ccccc2Cl)c2sc3nc(-c4ccco4)nn3c2O)CC1 (stereo not given)	9%	-17	-35%[inhibitor]	4%	/	/	-6%	/	-25%
CCC(=O)N1c2ccc(S(=O)(=O)CCC(=O)NCCC3=CCCCC3)cc2CC1C (stereo not given)	-14%	-1	-23%[57.5 µM]	6%	0%	8%	?	-14	-16%
COC(=O)c1cc(CSc2nnc(NC3CCCCC3)s2)oc1C	?	1	-30%[inhibitor]	?	13%	?	21µM*	3	9%
CCOC(=O)C(=O)Nc1nc(-c2ccccc2)c(-c2ccccc2)o1	26%	-7	i	10%	?	0%	9%	-5	-2%
CC1=C(C(=O)Nc2cccc(F)c2)C(c2ccsc2)C2=C(CC(C)(C)CC2=O)N1 (stereo not given)	4µM*	-3	i	8%	-18%	14%	15µM*	-7	-22%
O=C1CCC(=O)N1CNc1ccc(Oc2ccccc2)cc1	9%	13	-4%[57.5 µM]	-18%	4%	0%	?	23	2%
O=C(CCCN1CCC(O)(c2cccc(C(F)(F)F)c2)CC1)c1ccc(F)cc1	?	0&-24	-34%[inhibitor]	-7%	2%&16%	-6%&-2%	?	-61*	1%
O=C(NC1CCCCC1)c1cc2c(cc1Cl)N1CCCCCC1=NS2(=O)=O	1%	1	-3%	-9%	3%	0%	8%	8	-12%
CCn1cc(S(=O)(=O)c2ccccc2)c(=O)c2cc(C)ccc21	25%	-14	3%	11%	/	/	3%	/	1%
COc1ccc(CCN=C(N)NS(=O)(=O)c2ccc3ccccc3c2)cc1	18%	-4	-14%	-16%	-2%	2%	-10%	-23	0%
COc1ccc(CCNC(=O)C(=O)NCC2OCCN2S(=O)(=O)c2ccc(F)cc2)cc1 (stereo not given)	-2%	1	-7%	-20%	1%	-6%	?	2	-9%
COc1ccc(N2CCN(C(CNC(C)=O)c3ccc4c(c3)OCO4)CC2)cc1 (stereo not given)	-12%	-9	?	-5%	-3%	0%	-26%	10	-2%
CCOC(=O)N1CCN(S(=O)(=O)c2ccc3c(c2)C(C)C(=O)N3)CC1 (stereo not given)	3%	-2	-2%	19%	1%[1.84 µM]	0%	24%	4	0%
Cc1[nH]n(C(N)=S)c(=O)c1N=Nc1ccc(S(=O)(=O)N2CCCC2)cc1	0%	5	-34%[inhibitor]	23%	4%	-3%	?	-78*	-17%
NC(=Nc1ccc(Cl)cc1)c1ccccc1	10%	-9	-20%	-4%	-3%	9%	-12%	7	-3%

An excerpt of these results, with values under each structure.
Under each structure: GLP1R inv ag	DRD3 agonist	PTHR1 agonist	TDP43 rescue	aSyn rescue	GLP1R ag	KB-V1 cytotox	D3 antag	HEK293 tox
> COc1ccc(N2CCN(C(CNC(C)=O)c3ccc4c(c3)OCO4)CC2)cc1 (stereo not given)
  -12%	-9	?	-5%	-3%	0%	-26%	10	-2%
> CCOC(=O)N1CCN(S(=O)(=O)c2ccc3c(c2)C(C)C(=O)N3)CC1 (stereo not given)
  3%	-2	-2%	19%	1%[1.84 µM]	0%	24%	4	0%
